FXN GAA850 act: activators of GAA850 frataxin (FXN) promoter; HEK293 lucGAA850 FXN promoter luciferase reporter, 24 h; percent of 10 µM SAHA response; activation, % at 6 µM; 360,000 compounds, 0.56% hits; AID 540364;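 active = activation above the average of all compounds screened plus 3 SD, cutoff fixed separately per campaign, cut at about 7.5% in these data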;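 note: 0% = DMSO wells and 100% = 10 µM SAHA wells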
ADAM17 inh: inhibitors of human ADAM17; P78536; recombinant ADAM17, EDANS/DABCYL FRET peptide cleavage; inhibition, % at 6.95 µM; 370,000 compounds, 0.83% hits; AID 720648;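 active = inhibition above the mean of compounds lying between control limits plus 3 SD, set per campaign, cut at about 8.5% in these data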;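 note: 0% = DMSO-only wells as the low control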
ssDAF12 agonist: activators of S. stercoralis DAF-12 nuclear receptor; HEK293 ssDAF-12/GRIP1 lit1-tk-luc reporter, luminescence; % of 3 µM dafachronic acid response; activation, % at 6.8 µM; 370,000 compounds, 1% hits; AID 652126;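 active = activation above the mean over all tested compounds plus 3 SD, cut at about 0.9% in these data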;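 note: 0% = DMSO-only wells and 100% = 3 µM delta7-dafachronic acid wells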
NPR1 activator: GC-A (human) enzyme activation; 370,000 compounds, 0.14% hits; AID 1671463; HEK293 GC-A cells, cGMP TR-FRET, EC30 ANP; 0% at EC30 ANP, 100% saturating ANP; activation, % at 10 µM; in the data active = activation above about 40%
PG9 binder: small molecules binding HIV-1 gp120 antibody PG9. TR-FRET gp120-PG9 antibody binding. inhibition, % at 6.7 µM. 360,000 compounds, 0.43% hits; in the data active = inhibition above about 8.5%
DAX1 inh-1: inhibits human nuclear receptor DAX1; P51843; HEK293 Gal4-DAX1 luciferase reporter, luminescence; inhibition, % at 6.75 µM; 340,000 compounds, 0.99% hits; AID 504766;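 active = inhibition above the mean over all tested compounds plus 3 SD, cut at about 4.2% in these data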;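 note: 0% = DAX1-transfected cells with DMSO and 100% = empty-vector control cells with DMSO; inhibition shows as a rise in luminescence from relieved DAX1 repression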
Target sequence (P51843 207-470 limits assumed): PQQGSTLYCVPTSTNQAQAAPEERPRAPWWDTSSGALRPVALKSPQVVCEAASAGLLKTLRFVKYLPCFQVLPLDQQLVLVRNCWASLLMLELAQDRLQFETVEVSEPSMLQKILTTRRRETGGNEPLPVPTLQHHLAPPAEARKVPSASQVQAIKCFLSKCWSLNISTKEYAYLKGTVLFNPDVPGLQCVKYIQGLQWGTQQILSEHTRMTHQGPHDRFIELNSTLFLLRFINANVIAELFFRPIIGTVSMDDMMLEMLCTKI
DAX1 inh-2: inhibitors of DAX1 repression of SF-1 activated StAR promoter; HEK293T StAR-luciferase reporter, SF-1/DAX-1 repression relief; inhibition, % at 6.8 µM; 370,000 compounds, 1.1% hits; AID 652010;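 active = inhibition above the mean over all tested compounds plus 3 SD, cut at about 3.6% in these data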;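 note: 0% = DAX-1 cells with DMSO and 100% = cells lacking DAX-1 with DMSO; higher inhibition means more luminescence from relief of DAX-1 repression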
SMARCA2 act: SMARCA2 function activation, primary screen | activation, % at 9.1 µM | MG213 cells, MMTV-luciferase reporter, dexamethasone, overnight | 370,000 compounds, 1% hits; in the data active = activation above about 7.8%;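 note: 0% = vehicle wells and 100% = reference activator wells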
hgDAF-12 ag: activates the H. glycines DAF-12 receptor ligand-binding domain | activation, % at 6.8 µM | AID 687014 | 370,000 compounds, 1.8% hits | HEK293 GAL4-hgDAF12 UAS-luciferase reporter, agonist luminescence; normalized to butyrate control;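 active = activation above a cutoff set at the mean of all screened compounds plus 3 SD, cut at about 10% in these data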;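 note: 0% = DMSO wells and 100% = sodium butyrate wells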
hcDAF-12 act: activates DAF-12 receptor from parasite H. contortus | 370,000 compounds, 1.4% hits | HEK293 hcDAF-12 lit1-tk-luc reporter, luminescence; 0% DMSO, 100% Δ7-dafachronic acid | AID 652067 | activation, % at 6.8 µM;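 active = activation above the mean of all tested compounds plus 3 SD, cut at about 5.5% in these data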;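 note: 100% = response to 3 µM Δ7-dafachronic acid high control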
ADAM10 inh: inhibitors of human ADAM10; 370,000 compounds, 0.62% hits; recombinant ADAM10, EDANS/DABCYL FRET peptide cleavage, 3 h; inhibition, % at 7 µM; O14672;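 active = inhibition above a per-campaign cutoff equal to the mean of compounds falling between control-based bounds plus 3 SD, cut at about 20% in these data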;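 note: 0% = DMSO wells while the 100% control is not disclosed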
Target sequence (O14672 214-748 limits assumed): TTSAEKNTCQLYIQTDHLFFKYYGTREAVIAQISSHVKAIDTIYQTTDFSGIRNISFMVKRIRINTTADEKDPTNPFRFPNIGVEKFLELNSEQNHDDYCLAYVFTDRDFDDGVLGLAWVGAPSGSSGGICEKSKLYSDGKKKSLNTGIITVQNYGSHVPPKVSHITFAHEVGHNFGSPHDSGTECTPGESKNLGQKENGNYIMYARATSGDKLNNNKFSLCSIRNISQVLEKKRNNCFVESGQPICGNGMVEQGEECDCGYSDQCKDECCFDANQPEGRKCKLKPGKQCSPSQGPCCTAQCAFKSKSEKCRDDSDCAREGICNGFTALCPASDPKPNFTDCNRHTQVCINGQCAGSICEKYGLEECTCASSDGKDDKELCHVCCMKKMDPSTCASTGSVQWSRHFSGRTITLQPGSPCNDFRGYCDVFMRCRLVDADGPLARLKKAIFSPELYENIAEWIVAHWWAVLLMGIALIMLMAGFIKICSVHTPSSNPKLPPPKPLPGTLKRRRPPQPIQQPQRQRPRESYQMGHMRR
Starred values were filed as active, the others as inactive; nt = not tested or not shown. Hits appear at their usual frequency. About 6.8% of those tested had a hit in this group.

SMILES | FXN GAA850 act | ADAM17 inh | ssDAF12 agonist | NPR1 activator | PG9 binder | DAX1 inh-1 | DAX1 inh-2 | SMARCA2 act | hgDAF-12 ag | hcDAF-12 act | ADAM10 inh
O=C(NCCCCc1ccccc1)c1ccccc1Br | -1.7 | -2 | -1.5 | 2 | 1.7 | nt | 0.1 | -1 | -0.7 | -0.7 | -3
COc1ccc(CNC(=O)COc2cc3c(c4oc(=O)cc(C)c24)CCC(C)(C)O3)cc1 | -1.4 | -129 | -1.3 | -7 | 2.4 | -0.4 | 0.1 | 1 | -3.3 | 1.8 | -487
CC(C)Cn1nc(NS(=O)(=O)c2cccc3nonc23)c2cc3ccccc3nc21 | 1.9 | -6 | -1.1 | -2 | -0.1 | 0.0 | -0.8 | -1 | 3.0 | 4.4 | 0
Nc1c(Br)c(=O)[nH]c(=O)n1-c1ccc(F)cc1 | 0.2 | -1 | -0.9 | 4 | 1.4 | 2.0 | 0.5 | 0 | 1.3 | 0.3 | 2
CCN(CC)C(=O)CC[C@H]1CC[C@]2(CCCN(Cc3cccnc3)C2)O1 | nt | 2 | -1.5 | 4 | nt | nt | 2.1 | -2 | 0.5 | 2.0 | -1
Cc1ccc(CNC(=O)C2CCC(CNc3nc(=S)[nH]c4ccccc34)CC2)cc1 (configuration not stated) | -0.1 | -4 | -2.0 | 0 | -1.4 | -1.0 | -0.7 | -1 | 2.4 | -0.9 | 0
CCOC(=O)Cn1c(=NC(=O)C(C)C)sc2c(C)cc(C)cc21 | 1.1 | -5 | -0.1 | -39 | -1.1 | 2.6 | 0.0 | -4 | -3.5 | 2.3 | -11
NSc1nc(N)c2nc(-c3ccccc3)c(-c3ccccc3)nc2n1 | -1.1 | -70 | -1.4 | -44 | 1.6 | -0.3 | 0.1 | -2 | 1.9 | -0.7 | -175
Cc1sc2ncnc(SCC(=O)N3CCCCC3)c2c1C | 1.5 | 0 | -1.1 | -1 | -1.1 | -0.9 | -0.5 | -4 | -0.8 | -2.3 | -3
COC(=O)c1onc(-c2ccccc2)c1C(=O)OC | -1.0 | -8 | -0.9 | 9 | -0.7 | 1.3 | -0.4 | 0 | -1.2 | -1.2 | 3
O=C(CN1C(=O)NC(c2ccccc2)(c2ccccc2)C1=O)N1CCN(c2ccc(F)cc2)CC1 | -0.4 | 7 | -1.1 | -6 | 2.6 | -0.1 | -0.3 | -2 | -1.9 | -1.9 | 8
COc1ccc(/C=N/NC(=O)c2ccccc2OC)cc1COc1ccc(C)cc1 | 2.8 | 3 | 0.7 | -3 | -1.1 | 1.8 | 0.6 | -1 | 1.0 | 5.6* | -6
CN1CCN(C(=O)C2CC(c3c(F)cccc3Cl)=NO2)CC1 (configuration not stated) | 0.6 | 0 | -1.1 | -3 | -1.0 | -0.4 | 0.6 | 2 | -0.5 | -0.9 | -1
COC(=O)c1ccc(C(=O)OC)c(NC(=O)Nc2ccc3c(c2)OCO3)c1 | 1.3 | -7 | -0.4 | -1 | 0.5 | 0.0 | 0.8 | -4 | 0.5 | -0.5 | -16
Cc1ccc(NC(=O)/C(=C/c2cccc([N+](=O)[O-])c2)NC(=O)C2CCCCC2)cc1 | -1.5 | 5 | -1.1 | 1 | -2.9 | -0.6 | -0.1 | -1 | -1.0 | 3.4 | -1
O=C(NCCCN1CCOCC1)c1cc(C(=O)C2CCCCC2)c[nH]1 | -1.2 | -1 | -1.0 | 6 | -1.2 | 0.7 | -0.3 | -1 | -0.5 | 0.1 | 6
COc1ccc(-c2[nH]nc3c2C(c2ccccc2OC(=O)N2CCOCC2)C(C#N)=C(N)O3)cc1 (configuration not stated) | -1.9 | -5 | -0.7 | -14 | 5.1 | 0.0 | 0.0 | 1 | 0.2 | 4.2 | -4
Cc1cc(=O)oc2cc(OCC(=O)OCC(=O)NC(=O)NC(C)C)ccc12 | 1.5 | -30 | -1.0 | 1 | 0.0 | 2.3 | 0.2 | -2 | -0.9 | 0.2 | -89
CCOc1ccc(N(CC(=O)Nc2ccc(C)cc2)S(=O)(=O)c2c(C)noc2C)cc1 | -1.3 | 0 | -1.6 | 3 | -1.3 | 2.9 | -0.4 | -2 | 1.3 | 0.5 | 0
O=C(CSc1nncc2ccccc12)N1CCOCC1 | -1.4 | -6 | -1.6 | 4 | -0.3 | 1.2 | 0.0 | 2 | 0.4 | 0.0 | -3
Cc1ccn2cc(CNC(=O)c3cccs3)nc2c1 | -1.9 | -4 | -1.4 | 3 | -0.9 | -0.5 | 0.2 | -1 | -1.4 | -2.3 | -5
O=C(COC(=O)CCS(=O)(=O)c1ccccc1)Nc1cc(S(=O)(=O)N2CCCCC2)ccc1Cl | -2.1 | 6 | -0.8 | 4 | -2.6 | 0.3 | 1.1 | 8.8* | -2.2 | 0.0 | 8
CC(Oc1ccc(F)cc1)C(=O)Oc1ccc(N(C)S(=O)(=O)c2ccccc2)cc1 (configuration not stated) | 1.5 | 1 | -1.1 | 2 | -1.1 | 2.6 | -0.8 | -4 | -1.2 | -1.8 | 6
CC(=O)c1sc(-c2ccc(F)cc2)cc1NS(=O)(=O)c1ccccc1 | 0.6 | -3 | -1.0 | 4 | -0.6 | 0.8 | 0.4 | 2 | 2.4 | -0.6 | -1
Cc1nc(N2CCN(C(=O)c3ccco3)CC2)c2oc3ccccc3c2n1 | -0.9 | 4 | -0.8 | -3 | 0.8 | 0.6 | 0.9 | 0 | 0.4 | -0.1 | 0
O=C(Nc1ccc(S(=O)(=O)N2CCCCC2)cc1)C1CCN(C(=O)c2ccco2)CC1 | 0.1 | 1 | -1.1 | -3 | -0.8 | -1.8 | -0.5 | -2 | 1.0 | -1.9 | 9
CC(C)[C@H](NS(=O)(=O)c1ccccc1)C(=O)OCn1nnc2ccccc2c1=O | 0.1 | -2 | -1.0 | -1 | 0.4 | -0.1 | 0.1 | -3 | 3.2 | -0.9 | 7
CC1=CC(C)(C)N(C(=O)Nc2ccccc2)c2ccccc21 | 1.4 | -3 | -0.5 | 5 | -2.8 | -0.4 | -0.1 | -2 | 2.9 | 1.6 | -18
CCc1ccc(-n2cc(-c3ccc(F)cc3)[n+]3c2SCCC3)cc1 | 1.1 | -2 | -2.2 | -4 | -2.2 | -1.8 | -2.4 | -6 | -2.5 | -3.7 | -9
COc1ccc(CNC(=O)C2(C)Cc3c(-c4ccc(C(N)=O)cc4)ccnc3O2)cc1OC (configuration not stated) | 2.3 | -1 | -0.8 | -6 | -2.0 | nt | 0.8 | -2 | -1.4 | -1.0 | -7
Cc1cc(C(=O)N2CCC2(C)C(=O)NS(=O)(=O)c2cccc(OC(F)F)c2)nn1C (configuration not stated) | -1.0 | 3 | -0.5 | -1 | -0.2 | nt | 1.2 | -2 | -0.7 | -1.5 | 2
CN(CCOC(=O)c1cc2ccccc2o1)C1CN(Cc2cn(Cc3ccccc3C(F)(F)F)nn2)S(=O)(=O)C1 (configuration not stated) | nt | -9 | -1.5 | -1 | nt | nt | -0.6 | -2 | 0.5 | 0.9 | -11
O=C1Cc2cc(S(=O)(=O)N3CCNCC3)ccc2N1 | 2.1 | 3 | -0.9 | 1 | -0.5 | 1.1 | 1.2 | -3 | -1.0 | 2.5 | -12
S=C1NCN(Cc2ccccc2)CN1 | 0.2 | -3 | -1.9 | 4 | -1.3 | -0.7 | 0.0 | -2 | -0.3 | -1.1 | 0
Cc1c(N(C)S(=O)(=O)c2cccc(C(=O)NCC3CCCO3)c2)c(=O)n(-c2ccccc2)n1C (configuration not stated) | 0.7 | 0 | -0.8 | 2 | -1.0 | -0.5 | 0.5 | -4 | -1.8 | -1.6 | -3
Cc1cc(C)cc(NC(=O)CSc2nnc(Cc3cccn3C)n2-c2ccc(F)cc2)c1 | -2.1 | 2 | -0.9 | -3 | 0.7 | 0.5 | 0.9 | -1 | 3.9 | 2.4 | -7
CN(C)c1ccc(/C=C(/NC(=O)c2ccccc2)C(=O)N/N=C/c2ccc([N+](=O)[O-])c(O)c2)cc1 | 3.3 | 4 | 0.0 | -8 | -11 | -3.3 | 1.2 | 3 | 12* | 1.8 | 8
COC(=O)c1ccc(COC(=O)c2ccc(C)c(S(=O)(=O)N3CCCCC3)c2)cc1 | 6.1 | -1 | -1.3 | -1 | 0.9 | 0.6 | 3.0 | 1 | 4.9 | -1.1 | 3
CCOc1ccc(-n2cnnn2)cc1S(=O)(=O)N1CCCCC1 | 3.3 | 0 | -0.8 | 1 | 0.1 | -0.6 | 0.2 | 0 | 0.2 | -0.8 | 0
Nc1ccccc1SCc1ccccc1 | 0.4 | -1 | -1.1 | 3 | -1.4 | 0.7 | 0.3 | 6 | 1.6 | 0.6 | -5
O=C(O)CSCC(=O)NCc1ccccc1 | 2.6 | -2 | -1.3 | 2 | 1.6 | -1.1 | -0.1 | -3 | 2.1 | 1.1 | -6
CSc1ccccc1C(=O)N1CCC(CCC(=O)NCc2ccc(F)cc2)CC1 | -1.7 | 4 | -1.2 | 2 | -2.0 | -0.4 | -1.1 | -2 | 1.1 | -0.7 | -1
O=C1c2ccc(Oc3ccc4c(c3)C(=O)N(CCCCO)C4=O)cc2C(=O)N1CCCCO | -1.1 | -2 | -1.4 | 0 | -0.2 | -0.3 | -0.9 | -3 | 1.4 | -0.8 | 8
COc1ccc(C2(c3ccc(OC)cc3)NC(=O)N(CC(=O)NC(C)C)C2=O)cc1 | 1.1 | -2 | -1.0 | 2 | -0.5 | -0.2 | -0.1 | -2 | 2.8 | -0.4 | 0
O=C(c1ccc(N2CCOCC2)c([N+](=O)[O-])c1)N1CCN(S(=O)(=O)c2cccs2)CC1 | 0.3 | 0 | -1.2 | 0 | 0.0 | -0.1 | 0.2 | -3 | -0.2 | -0.9 | 6
CCOc1cccc(C(=O)Nc2ccncc2)c1 | -1.6 | -5 | -2.1 | -2 | -0.7 | -0.9 | -2.9 | -4 | -2.9 | -1.1 | -2

4 records picked at random from the list so far, as already listed:
SMILES | FXN GAA850 act | ADAM17 inh | ssDAF12 agonist | NPR1 activator | PG9 binder | DAX1 inh-1 | DAX1 inh-2 | SMARCA2 act | hgDAF-12 ag | hcDAF-12 act | ADAM10 inh
Cc1ccc(NC(=O)/C(=C/c2cccc([N+](=O)[O-])c2)NC(=O)C2CCCCC2)cc1 | -1.5 | 5 | -1.1 | 1 | -2.9 | -0.6 | -0.1 | -1 | -1.0 | 3.4 | -1
COc1ccc(/C=N/NC(=O)c2ccccc2OC)cc1COc1ccc(C)cc1 | 2.8 | 3 | 0.7 | -3 | -1.1 | 1.8 | 0.6 | -1 | 1.0 | 5.6* | -6
O=C(CSc1nncc2ccccc12)N1CCOCC1 | -1.4 | -6 | -1.6 | 4 | -0.3 | 1.2 | 0.0 | 2 | 0.4 | 0.0 | -3
CCOc1ccc(N(CC(=O)Nc2ccc(C)cc2)S(=O)(=O)c2c(C)noc2C)cc1 | -1.3 | 0 | -1.6 | 3 | -1.3 | 2.9 | -0.4 | -2 | 1.3 | 0.5 | 0

Assay outcomes deposited in PubChem BioAssay by several laboratories.
